ATXN2 expr inh = inhibitors of ATXN2 expression; HEK-293 ATXN2-luciferase reporter, luminescence, 24 h; Potency, µM (titrated, usually from 57 µM), without a hit: at the highest dose activity change, negative = inhibition, usual class: inhibitors; 360,000 tested, 0.72% active; AID 1745845; also: potency is read from the fitted curve at half-maximal effect; % is scaled to controls: 0 for no effect and ±100 for the full control effect; nearly all actives have a fitted effect of over 55% in size
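qHTS (up to 57 uM final) was run with 24 h compound exposure of reporter cells at 37 °C. Each well was multiplexed: SteadyGlo luminescence measured ATXN2-luciferase expression after a fluorogenic Gly-Phe-AFC viability readout (25 uM final).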
WRN helicase inh = inhibitors of human WRN helicase; Q14191; 360,000 tested, 0.46% active; AID 651768; Potency, µM (highest dose often 114 µM), inactives show top-dose activity change, negative = inhibition, usual class: inhibitors; WRN helicase unwinding, fluorescent forked duplex, kinetic; also: potency is read from the fitted curve at half-maximal effect; % is scaled to controls: 0 for no effect and ±100 for the full control effect; nearly all actives have a fitted effect of over 55% in size
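Screening of the MLSMR collection measured strand separation of a quenched forked DNA duplex (100 nM) by 20 nM WRN with 2 mM ATP, all final. Compounds were preincubated with enzyme 15 min at room temperature.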
MCF10A rereplic = inducers of DNA re-replication in MCF 10A breast cells; MCF 10A DNA re-replication, Hoechst nuclear intensity, 48 h; Potency, µM (highest dose often 46.1 µM), for inactives: at the highest dose activity, positive = re-replication, usual class: activators; 350,000 tested, 2.9% active; also: potency is read from the fitted curve at half-maximal effect; % of control where 0% means no effect; nearly all actives have a fitted effect of over 50% in size
IL-1B inflam inh = blocks inflammasome-driven IL-1 beta release; THP-1 LPS/ATP IL-1B secretion, AlphaLISA, 16 h; active compounds read low; activity change, % at 57.5 µM; 360,000 tested, 4.7% active; AID 743279; in the data active = activity change below about -50%; inconclusive = mostly about -30% to -49%; also: % is scaled to controls: 0 for no effect and ±100 for the full control effect
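Secreted IL-1B measured by AlphaLISA bead assay after 16 h compound exposure of THP-1 cells; compounds (final up to 57.5 uM) added 1 h before LPS (250 ng/mL) and ATP (1.25 mM) stimulation; lower signal means less secretion.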
KB-V1 MDR tox = KB-V1 MDR subline cytotoxicity. KB-V1 MDR cells viability, CellTiter-Glo, 72 h. Potency, µM (top dose mostly 46.1 µM), inactives show at the top dose activity change, negative = cytotoxicity, usual class: cytotoxic. 400,000 tested, 3.4% active; also: potency is read from the fitted curve at half-maximal effect; % is scaled to controls: 0 for no effect and ±100 for the full control effect; nearly all actives have a fitted effect of over 60% in size
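Compound-treated KB-V1 multidrug-resistant cells, 72 h, 37 degrees C; viability by CellTiter-Glo. Fitted qHTS curves give the values.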
KB-3-1 tox = KB-3-1 parental cell cytotoxicity; KB-3-1 viability, CellTiter-Glo ATP luminescence, 72 h; Potency, µM (doses to about 46.1 µM), without a hit: at the top dose activity change, negative = cytotoxic, usual class: cytotoxic; 400,000 tested, 1.4% active; AID 1347075; also: potency is read from the fitted curve at half-maximal effect; % is scaled to controls: 0 for no effect and ±100 for the full control effect; nearly all actives have a fitted effect of over 60% in size
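Cells are dispensed, compounds pinned in, plates held at 37 °C for 72 h, then CellTiter-Glo is added and luminescence read after 10 minutes. Cell line: parental KB-3-1 in phenol-red-free DMEM, 10% FBS.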
HT1080NT lethal = kills 2HG-producing HT-1080-NT fibrosarcoma cells. AID 686970. HT-1080-NT fibrosarcoma viability, CellTiter-Glo ATP luminescence, 48 h. 360,000 tested, 1.6% active. Potency, µM (titrated, usually from 46.1 µM), for the others: top-dose activity, negative = less viability, usual class: cytotoxic;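 also: NT is the 2HG producing partner of a matched IDH1 knockdown line; potency is read from the fitted curve at half-maximal effect; 0% = DMSO-treated cells and -100% = media-only wells without cells; nearly all actives have a fitted effect of over 55% in size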
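Fibrosarcoma NT cells, 750 per well in 5% FBS RPMI, were exposed to compound for 48 hours. Viability: CellTiter-Glo luminescence.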
SW480 rerep = induces DNA re-replication in SW480 colon adenocarcinoma cells; SW480 DNA re-replication, Hoechst DNA content imaging, 48 h; Potency, µM (top dose mostly 46.1 µM), for inactives: at the top dose re-replication activation, hits mostly activators; 340,000 tested, 1.8% active; AID 624297; also: potency is read from the fitted curve at half-maximal effect; % of control where 0% means no effect; nearly all actives have a fitted effect of over 55% in size
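Image-based DNA-content assay: after two days of treatment, nuclei were labelled with the DNA dye Hoechst and imaged, and hits were compounds raising the count of nuclei showing high fluorescence intensity.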
HT1080 IDH1KD tx = HT-1080 IDH1 knockdown cell toxicity (counter line); HT-1080 IDH1 knockdown viability, ATP luminescence, 48 h; Potency, µM (highest dose often 46.1 µM), inactives show at the top dose activity, negative = toxicity, usual class: cytotoxic; 360,000 tested, 2% active; AID 686971;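 also: potency is read from the fitted curve at half-maximal effect; 0% = DMSO wells and -100% = cell-free medium wells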
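IDH1KD HT-1080 cells, 750/well, RPMI + 5% FBS; compound pinned after 2 h settling; 48 h, 37 °C; CellTiter-Glo luminescence; % activity normalised to DMSO and no-cell wells; curves fitted, classed by r2 and efficacy.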
Starred values were filed as active, the others as inactive; ? = inconclusive; . = not tested or not shown; [ ] = another dose, or the depositor's remark. Unless noted, calls follow the shape of the dose curve; as a rule, active = well fitted curve in the direction sought with a large enough effect; inconclusive = small, poorly fitted or top-dose-only effect, or another doubt; inactive = no such curve, though single readings can be large; an effect the other way counts as inactive or inconclusive.

SMILES	ATXN2 expr inh	WRN helicase inh	MCF10A rereplic	IL-1B inflam inh	KB-V1 MDR tox	KB-3-1 tox	HT1080NT lethal	SW480 rerep	HT1080 IDH1KD tx
CCC(C)NC(=O)C1CCC(CNS(=O)(=O)c2ccc3c(c2)N(C(C)=O)CCO3)CC1 (stereo not given)	-10%	5%	-2%	-6	18%	-1%	0%	27%	9%
CCCc1nnc(NC(=O)CCC(=O)N2CCN(c3ccccc3)CC2)s1	-11%	7%	-1%	12	7%	-2%	-1%	?	2%
O=C(CCCNC(=O)/C(=C/c1ccc(F)cc1)NC(=O)c1ccccc1)OCc1ccccc1	1%	-9%	16%	2	-14%	-3%	12%	-1%	9%
CCCCNC(=O)C1CCCN1C(=O)Nc1cccc(OC)c1 (stereo not given)	0%	-7%	0%	33	2%	0%	10%	-10%	10%
COc1ccc(C)cc1-n1nnnc1SCc1cc(=O)n2cc(C)ccc2n1	-16%	4%	?	-28	7.3µM*	?	-2%	8%	-16%
CN(Cc1cccs1)C(=O)Cc1csc(-c2ccccc2)n1	20%	-4%	2%	-11	-21%	-29%	4%	-7%	5%
CC(OC(=O)Cn1cnc2c1c(=O)n(C)c(=O)n2C)C(=O)c1ccccc1 (stereo not given)	7%	-10%	-16%	23	17%	1%	2%	-113%[inhibitor]	8%
COc1ccccc1Nc1nc(Cl)c(C=O)s1	18%	-26%	21µM*	-53*	-18%	-1%	-8%	0%	-1%
CCOC(=O)c1[nH]c(C)c(/C(O)=C2\C(=O)C(=O)N(CCN3CCOCC3)C2c2cccs2)c1C (stereo not given)	.	7%	?	46	?	20µM*	?	?	?
CC1CCN(Cc2ccc(-c3nn[nH]n3)cc2)CC1	1%	6%	-4%	13	0%	-27%	-2%	-1%	16%
COC(=O)c1cc(OC)c(OC)cc1NC(=S)N1CCN(C/C=C/c2ccccc2)CC1	-17%	-33%[57.1 µM]	24%	-11	-22%	10%	-12%	5%	-13%
O=C1NC(=O)c2cc3ccccc3cc21	.	-6%	3%	-14	14%	1%	-2%	-6%	11%
Cc1ccc(C(=O)NCC(=O)OCC(=O)Nc2cccc(S(=O)(=O)N3CCCC3)c2)cc1C	-2%	-1%	13%	22	4%	0%	2%	-3%	0%
CCC(=O)Nc1cccc(-c2nc3ccccc3o2)c1	7%	-2%	-6%	0	-7%	-3%	-1%	-5%	-10%
CC(C)CC(C)NC(=O)c1ccc(C(F)(F)F)cc1 (stereo not given)	1%	-7%	-2%	-10	-10%	-3%	10%	-12%	10%
CCCNC(=O)C1CN(C(=O)c2nn(Cc3ccccc3)c(=O)c3ccccc23)c2ccccc2O1 (stereo not given)	0%	-15%	25%	-2	.	.	-11%	8%	2%
CCN(CC)S(=O)(=O)c1ccc(N2CCOCC2)c(NC(=O)Cc2ccc(Cl)cc2)c1	-14%	-3%	?	20	?	0%	-11%	8%	-17%
CC(C)Oc1ccc(C2NC(=O)NC2=O)cc1 (stereo not given)	0%	8%	0%	10	0%	11%	2%	-1%	1%
COC(=O)[C@H](Cc1ccccc1)NCCCn1cnc(C(=O)Nc2ccc(C)c(C)c2)n1	-17%	-8%	9%	2	0%	0%	-4%	-11%	-1%
CCn1c(C)c(C2=CCN(S(=O)(=O)c3ccccc3)CC2)c2ccccc21	-1%	-13%	?	-8	10µM*	?	-6%	?	-6%
S=C1SCN(CCN2CCOCC2)CN1Cc1ccccc1	-21%	13%	6%	-8	?	-3%	-4%	-1%	21%
NC1=CC(=O)C(=O)c2ccccc21	?	-24%	?	?	?	-6%	-16%	?	-20%
O=P(c1ccccc1)(c1ccccc1)c1nc(-c2ccccc2)oc1NCc1ccccc1	-2%	-9%	14%	-14	?	?	-3%	-2%	5%
CC(C)COc1ccc(C(=O)N(CC(=O)Nc2ccccc2C(F)(F)F)Cc2ccco2)cc1	-19%	-19%	?	-72*	?	-15%	?	3%	-28%
COc1cc(/C=C/C(=O)Nc2cccc(S(=O)(=O)N3CCOCC3)c2)ccc1OCC#N	-33%	-4%	-2%	-54*	0%	-2%	-3%	4%	?
New compounds follow:
SMILES	ATXN2 expr inh	WRN helicase inh	MCF10A rereplic	IL-1B inflam inh	KB-V1 MDR tox	KB-3-1 tox	HT1080NT lethal	SW480 rerep	HT1080 IDH1KD tx
CCCC(=O)OCC(=O)Nc1ccc(N=Nc2ccccc2)cc1	14%	-4%	?	-4	0%	5%	8%	-6%	15%
Cc1ncc([N+](=O)[O-])n1CC(=O)N/N=C/c1ccccc1F	.	3%	-1%	11	?	1%	0%	10%	-3%
Fc1cccc(Cl)c1C1SCc2nc3ccccc3n21 (stereo not given)	-2%	2%[57.1 µM]	.	24	23µM*	23µM*	?	.	?
CCOC(=O)C1(CC2CC2)CCN(C(=O)c2cc(C3CC3)nc3ccccc23)CC1	31%	-10%	?	-84*	-25%	9%	-6%	-9%	-9%
CN(C)c1ccc(/C=C(/NC(=O)c2ccccc2Cl)C(=O)NCCN2CCOCC2)cc1	.	0%	0%	-16	12%	2%	0%	-9%	-6%
O=C(Cc1ccsc1)Nc1ccc(S(=O)(=O)C(F)F)cc1	35%	-12%	0%	?	6%	19%	12%	7%	-12%
Cc1ccc(-c2nnc(SCC#CCOC(=O)c3ccco3)o2)cc1	14%	-3%	0%	-1	5%	4%	1%	0%	-2%
Cc1cc(C(=O)NCC(=O)Nc2c(C)cccc2C)c(C)o1	1%	-11%	0%	0	3%	-11%	1%	17%	-4%
O=C1OC(Nc2ccc(Br)cc2F)c2ccccc21 (stereo not given)	-7%	4%	8%	-4	-4%	-7%	4%	2%	9%
CN1CCN(c2ccc(NC(=O)CSc3nnnn3-c3ccccc3F)cc2)CC1	6%	9%	?	-7	0%	6%	7%	0%	-13%
O=C(OC1CCOC1=O)c1cccc(S(=O)(=O)Nc2ccc(F)cc2)c1 (stereo not given)	-4%	-7%	0%	13	4%	26%	9%	-6%	13%
CCc1nc2c(OCc3ccc(Cl)cc3Cl)cccn2c1N(C=O)Cc1ccc(OC)cc1	?	2%[57.1 µM]	.	-67*	18µM*	?	12%	.	24%
CC(Oc1ccccc1Cl)C(=O)N1CCCN(C)CC1 (stereo not given)	-18%	12%	?	-6	-18%	-5%	-6%	-1%	-15%
Cc1ccc(S(=O)(=O)N2CCCCC2)cc1NC(=O)CNC(C)c1ccc(Cl)c(Cl)c1 (stereo not given)	?	-18%	1%	-63*	-29%	15µM*	?	22%	-18%
CSc1nccn1C(=O)c1ccccc1[N+](=O)[O-]	3%	7%	1%	24	-4%	4%	-6%	?	-15%
Cc1ccc(N2CC(NC(=O)C(=O)c3c(C)[nH]c4ccccc34)CC2=O)cc1 (stereo not given)	-1%	-11%	0%	7	-15%	20%	0%	1%	-4%
N#CCCn1cc(/C=N/N=C2\NC(=O)C(CC(=O)O)S2)c(-c2ccc(F)cc2)n1 (stereo not given)	22%	0%	29%	12	20%	2%	1%	-6%	3%
CSCCC(NS(=O)(=O)c1ccc(C)cc1)C(=O)N1CCCCCCC1 (stereo not given)	6%	11%	-3%	-4	16µM*	-17%	0%	-3%	6%
Cc1nn(-c2cc(C(F)(F)F)ccn2)c(=O)o1	-24%	4%	-5%	7	10%	10%	7%	-16%	4%
C/C(=N\NC(=O)c1cc(-c2ccc(C)s2)[nH]n1)c1ccncc1	6%	4%	12%	?	19%	11%	-22%	?	-13%
CCCCNC(=S)NNC(=O)C12CC3CC(CC(C3)C1)C2	-3%	-1%	15%	-2	1%	3%	0%	-1%	1%
COc1ccc(CNC(=O)C2(C)Cc3c(-c4ccc(N(C)C)cc4)ccnc3O2)cc1OC (stereo not given)	-14%	-6%	.	24	1%	0%	-1%	.	-7%
CC1CCCCC1NC(=O)C1CCC(CNS(=O)(=O)c2ccc(F)cc2)CC1 (stereo not given)	-6%	-1%	0%	25	-14%	1%	2%	-16%	-1%
O=C(C[n+]1ccc(C(=O)c2ccccc2)cc1)Nc1ccccc1OC(F)F	5%	9%	-12%	-14	13%	-15%	-7%	-3%	-15%
Cc1onc(-c2c(F)cccc2Cl)c1-c1nnc(-c2ccc(C(F)(F)F)cc2)o1	10%	0%	?	.	?	-8%	-22%	?	26µM*

Molecules shown so far that have a nitro group on carbon (2):
SMILES	ATXN2 expr inh	WRN helicase inh	MCF10A rereplic	IL-1B inflam inh	KB-V1 MDR tox	KB-3-1 tox	HT1080NT lethal	SW480 rerep	HT1080 IDH1KD tx
Cc1ncc([N+](=O)[O-])n1CC(=O)N/N=C/c1ccccc1F	.	3%	-1%	11	?	1%	0%	10%	-3%
CSc1nccn1C(=O)c1ccccc1[N+](=O)[O-]	3%	7%	1%	24	-4%	4%	-6%	?	-15%

Next section.
SMILES	ATXN2 expr inh	WRN helicase inh	MCF10A rereplic	IL-1B inflam inh	KB-V1 MDR tox	KB-3-1 tox	HT1080NT lethal	SW480 rerep	HT1080 IDH1KD tx
NS(=O)(=O)c1ccc2nc(NC(=O)C3=COCCO3)sc2c1	-19%	-5%	-3%	4	0%	-4%	17%	-5%	2%
Cc1ccc(S(=O)(=O)NC(=O)Nn2c(C)nnc2C)cc1	-2%	4%	-4%	10	2%	-12%	12%	4%	16%
O=C(C1=C[C@@H](c2ccccc2)C[C@@H](OCCCCO)O1)N1CCN(Cc2ccc3c(c2)OCO3)CC1	-5%	-2%	10%	-1	27%	19%	4%	-5%	8%
Nc1ccc(O)cc1C(=O)OCC(=O)c1ccc(C2CCCCC2)cc1	?	-28%[57.1 µM]	23µM*	-94*	-30%	-2%	-15%	9.2µM*	?
O=C(Nc1nccs1)c1cc(-c2ccccc2)nc2ccccc12	-20%	-20%	?	-27	?	27%	-23%	-5%	-26%
O=C(CSc1nnc(-c2ccccc2F)n1C1CC1)N1CCCC1	.	2%	.	-5	23%	-1%	0%	.	-2%

Bioassay records deposited in PubChem BioAssay by National Center for Advancing Translational Sciences (NCATS).

An unsorted share of the library (roughly 12% active in at least one column).
